# Screens from PubChem.
# Cneo AK release: Cryptococcus neoformans lysis via adenylate kinase release | C. neoformans lysis, adenylate kinase release luminescence, 4 h; normalised: neutral wells 0, clomiphene wells 100 | lysis activity, % at 15 µM | 0.2% of 360,000 active;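 active means mean lysis activity across replicates of at least 80%, whatever share of replicates individually reach that level; inactive means mean lysis activity below 80%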
#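 Material: C. neoformans cells; Schedule: 4 h static compound exposure, 37 °C, read 1 h post-reagent; Measured by: adenylate kinase release luminescence; Read-out: signal increase indicating cell lysis; Controls: Clomiphene as positive lysis control.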
# C2C12 statin: protects C2C12 myotubes from simvastatin toxicity | ATP luminescence, 48 h; scaled: DMSO 0, geranylgeraniol control 100 | AID 602340 | 0.78% of 330,000 active | rescue of ATP level, % at 7.49 µM;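 active means mean ATP rescue above about 67%, or every replicate alone reaching that limit, limit read from the data, passing the limit was not always enough; inconclusive means no clear call, values can overlap the other calls; inactive means mean under the limit and some replicate under it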;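 further: myotubes were challenged with 10 µM simvastatin during compound exposure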
# miR-122 sensor: inhibitors of miR-122 in Huh7 cells. Huh7 miR-122 Renilla luciferase sensor, 48 h; neutral wells = 0, positive control = 100. activation (reporter increase), % at 12.5 µM. 0.3% of 340,000 active. AID 602342;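 active means mean replicate activation score at least 90 and every replicate individually at or above 90; inconclusive means only one of the two criteria met; inactive means neither criterion met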;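 further: higher luciferase means less miR-122 activity so hits act as miR-122 inhibitors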
# ERp5 block: inhibitors of human ERp5 | inhibition, % at 9.99 µM | ERp5 insulin aggregation, absorbance 650 nm, 90 min | AID 651711 | 0.05% of 350,000 active;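 active means mean replicate inhibition above about 25%, with every replicate also reaching it, limit read from the data, passing the limit was not always enough; inconclusive means only one of those two criteria met; inactive means neither criterion met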
# Target sequence (Q15084 whole entry, looked up): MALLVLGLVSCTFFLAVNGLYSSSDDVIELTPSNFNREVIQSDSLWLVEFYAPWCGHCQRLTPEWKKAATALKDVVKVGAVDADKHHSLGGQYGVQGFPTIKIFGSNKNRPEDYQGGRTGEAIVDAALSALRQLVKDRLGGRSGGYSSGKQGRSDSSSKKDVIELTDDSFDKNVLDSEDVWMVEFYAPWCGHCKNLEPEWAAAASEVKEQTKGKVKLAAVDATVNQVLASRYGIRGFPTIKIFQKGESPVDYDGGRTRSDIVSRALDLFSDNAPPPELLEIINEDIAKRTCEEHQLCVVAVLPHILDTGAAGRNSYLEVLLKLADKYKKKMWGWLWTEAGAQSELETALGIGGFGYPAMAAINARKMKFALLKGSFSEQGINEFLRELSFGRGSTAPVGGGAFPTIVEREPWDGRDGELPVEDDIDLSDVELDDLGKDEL
# esBAF inh: inhibitors of esBAF chromatin remodeling in mouse ES cells; Bmi1-luciferase knock-in reporter, 24 h; 100% = twice the neutral-well signal; reporter increase, % at 12.5 µM; 2% of 350,000 active; AID 602393; in the data active means activation above about 40%; inconclusive means no clear call, values can overlap the other calls;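 further: 0% = median of the plate's neutral control wells and 100% = double that signal; a rise in the Bmi1 reporter signal indicates esBAF inhibition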
# ARNT TACC3 PPI: ARNT/TACC3 interaction disruption; Q9Y6A5; AlphaScreen His-ARNT PAS-B/GST-TACC3 binding, luminescence; TACC3 fragment carries E629A point mutation; inhibition, % at 9.99 µM; 0.66% of 390,000 active; AID 623870;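 active means mean inhibition of replicates at least 50% and at least half of replicates each reaching 50%; inconclusive means half or more replicates reach 50% but mean below 50%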;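 further: 0% = complete ARNT plus TACC3 wells and 100% = ARNT alone without TACC3; many hits fall short of the cut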
# SIRT5 block: inhibitors of human sirtuin-5 desuccinylase | 1.1% of 330,000 active | Purified SirT5, succinyl-peptide AMC, trypsin-coupled fluorescence | Q9NXA8 | inhibition, % at 15 µM | AID 652115; in the data active means inhibition above about 15%; inconclusive means no clear call, values can overlap the other calls
# Target sequence (Q9NXA8 whole entry, looked up): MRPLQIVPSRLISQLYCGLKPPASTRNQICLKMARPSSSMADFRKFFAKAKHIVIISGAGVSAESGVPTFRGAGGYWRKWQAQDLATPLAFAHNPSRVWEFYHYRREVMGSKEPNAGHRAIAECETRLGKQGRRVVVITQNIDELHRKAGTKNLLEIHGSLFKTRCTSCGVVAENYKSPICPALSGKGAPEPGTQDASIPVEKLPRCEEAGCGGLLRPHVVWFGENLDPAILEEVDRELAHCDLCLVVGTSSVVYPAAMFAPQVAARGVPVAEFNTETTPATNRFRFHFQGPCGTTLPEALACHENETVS
# Active calls of the source: *; ? = inconclusive; · = not tested or not shown; [ ] = dose if it differs, or a comment.
SMILES,Cneo AK release,C2C12 statin,miR-122 sensor,ERp5 block,esBAF inh,ARNT TACC3 PPI,SIRT5 block
C=CCC1(CC=C)CCCN1C(=O)CC1C(=O)NCCN1Cc1ccccc1OC (stereo unspecified),·,-5,16,-10,4,5,0
CCOc1ncccc1C(=O)Nc1ccc(C(=O)Nc2ccc(OC)cc2)cc1,0,-27,·,1,-6,6,2
O=C(c1ccc(F)cc1)C1CCN(Cc2cn[nH]c2-c2ccccc2)CC1,·,2,-8,2,-12,0,-1
CCCNC(=O)COC(=O)CCC(=O)c1cccs1,·,·,·,3,·,-2,0
Cc1ccc(S(=O)(=O)N2CCOCC2)cc1NC(=O)COC(=O)CNC(=O)c1ccccc1,-5,·,-3,·,·,-4,·
CC(C)c1onc(C(=O)N(C)Cc2ccccc2)c1[N+](=O)[O-],-1,4,-2,3,5,-2,-1
COc1ccc(NC(=O)NCc2ccccn2)cc1OC,-2,-1,-6,·,-4,-2,·
C[C@H]1CN([C@@H](C)CO)C(=O)c2cc(NC(=O)Nc3ccc(C(F)(F)F)cc3)ccc2O[C@H]1CN(C)Cc1ccc(Oc2ccccc2)cc1,-3,-43,-7[16.7 µM],-9,2,4,2
Cc1ccc(NC(=O)CN2CCCC2c2cccn2C)c(Br)c1 (stereo unspecified),1,-5,-13,15,16,-1,-3
CCOC(=O)C1CCN(C(=O)c2cc3ccc(OC)cc3[nH]2)CC1,-1,-4,1,2,19,-7,4
O=C(c1cccnc1)N1N=C2CCCCCC2C1(O)C(F)(F)F (stereo unspecified),·,·,·,8,·,-3,-2
COc1ccc(-c2ccc([C@H]3[C@H](C#N)N(C(=O)c4cccnc4)[C@H]3CO)cc2)cc1,4,14,·,3,-1,-14,-1
CN(C)CCN(C(=O)c1ccc2ccccc2c1)c1nc2ccc(Br)cc2s1,1,4,-2,0,4,3,1
COc1ccc(C2=Nn3c(nnc3-c3ccccc3Cl)SC2)cc1OC1CCOC1 (stereo unspecified),-1,-4,0,?,24,1,·
CN(C)CCCNC(=O)C[C@@H]1CC[C@@H](NC(=O)Cc2cccnc2)[C@H](CO)O1,-2,16,·,-2,-5,4,-2
COc1ccc(-c2cc3nc(C)cc(N4CC(C)CC(C)C4)n3n2)cc1 (stereo unspecified),1,·,1,·,4,7,·
CCOc1ccc(/C=N/NC(=O)c2ccccc2Cl)cc1CN1CC2CC(C1)c1cccc(=O)n1C2 (stereo unspecified),5,5,-2,-1,17,·,·
CCCCOc1ccc(C(=O)NCC(=O)NCC(=O)OCC)cc1,1,-6,-7,·,-2,-11,·
CC(=O)NC1=NN(C(C)=O)C(c2ccc(F)cc2)S1 (stereo unspecified),·,·,-9,-1,·,1,-1
CCOC(=O)C/C(C)=N\Nc1ccc([N+](=O)[O-])cc1[N+](=O)[O-],·,·,·,-2,·,10,1

# Compound profiles, from the list above.
# COc1ccc(-c2ccc([C@H]3[C@H](C#N)N(C(=O)c4cccnc4)[C@H]3CO)cc2)cc1 as listed: Cneo AK release = 4; C2C12 statin = 14; miR-122 sensor = ·; ERp5 block = 3; esBAF inh = -1; ARNT TACC3 PPI = -14; SIRT5 block = -1
# CN(C)CCN(C(=O)c1ccc2ccccc2c1)c1nc2ccc(Br)cc2s1 as listed: Cneo AK release = 1; C2C12 statin = 4; miR-122 sensor = -2; ERp5 block = 0; esBAF inh = 4; ARNT TACC3 PPI = 3; SIRT5 block = 1
# CN(C)CCCNC(=O)C[C@@H]1CC[C@@H](NC(=O)Cc2cccnc2)[C@H](CO)O1 as listed: Cneo AK release = -2; C2C12 statin = 16; miR-122 sensor = ·; ERp5 block = -2; esBAF inh = -5; ARNT TACC3 PPI = 4; SIRT5 block = -2

# Two entries drawn at random from the list so far:
SMILES,Cneo AK release,C2C12 statin,miR-122 sensor,ERp5 block,esBAF inh,ARNT TACC3 PPI,SIRT5 block
COc1ccc(-c2ccc([C@H]3[C@H](C#N)N(C(=O)c4cccnc4)[C@H]3CO)cc2)cc1,4,14,·,3,-1,-14,-1
CN(C)CCN(C(=O)c1ccc2ccccc2c1)c1nc2ccc(Br)cc2s1,1,4,-2,0,4,3,1

# (more compounds)
SMILES,Cneo AK release,C2C12 statin,miR-122 sensor,ERp5 block,esBAF inh,ARNT TACC3 PPI,SIRT5 block
Cc1cc(NC(=O)CSc2ccc(-c3ccccc3)nn2)no1,-2,-14,-5,·,-3,-1,·
C[C@H](NC(=O)C[C@H]1CC[C@H]2[C@@H](COC[C@@H](O)CN2C(=O)Nc2cccc(F)c2)O1)c1ccccc1,-5,1,0[16.7 µM],-5,28,-5,-4
CCN1/C(=C/c2ccc3cccc(C)c3[n+]2CC)Sc2ccccc21,1,·,-31,·,·,8,·
CCCNC(=O)N(C)C[C@@H]1Oc2cc(C#CC(C)C)ccc2S(=O)(=O)N([C@H](C)CO)C[C@H]1C,0,-5,6[16.7 µM],3,2,-2,8
CCc1csc(N2[C@H](CO)[C@H](c3ccccc3)[C@@H]2CNC)n1,-1,4,-7[16.7 µM],-1,5,2,2
Cc1cc(-c2ccccc2)n(-c2ccc(C(=O)N3CCN(c4ncccn4)CC3)cc2)n1,3,9,-10,·,-3,-10,·
CCCOc1nc2c(c(=O)n(C)c(=O)n2C)n1C,1,-14,·,-3,-4,-15,-3
COC(=O)[C@]1(Cc2ccccc2)N[C@H](CN(C)C(=O)C2CCCCC2)[C@@H]2C(=O)N(Cc3ccccc3)C(=O)[C@@H]21,2,-8,·,-3,5,-4,0
CCOC(=O)C1=C(C)NC(C)=C(C(=O)OCCNC(=O)c2cccnc2)C1c1cccc([N+](=O)[O-])c1 (stereo unspecified),6,·,-7,·,·,-13,·
CCOC(=O)c1snc(C(=O)NC2CCCCC2)c1N,-5,-12,-4,-7,60*,0,-5
COCC(=O)N(C)C[C@@H]1Oc2ncc(C3=CCCCC3)cc2C(=O)N([C@H](C)CO)C[C@@H]1C,-1,3,-3[16.7 µM],-1,0,1,-1
CC1CCCCN1S(=O)(=O)c1ccc([N+](=O)[O-])cc1 (stereo unspecified),0,3,-7,-4,0,0,-2
CNC(=O)C[C@@H]1CC[C@@H]2[C@H](COC[C@@H](O)CN2Cc2ccccc2F)O1,0,0,-1[16.7 µM],2,1,2,3
COc1ccc(-c2noc(CCC(=O)N3CCN(Cc4ccccc4)CC3)n2)cc1,3,19,0,·,-8,-1,·
CC1(C(=O)OCC(=O)Nc2ccc(S(=O)(=O)N3CCOCC3)cc2)CC1(Cl)Cl (stereo unspecified),-3,2,-3,6,3,-2,-3
CCOc1c(N2CC(C)OC(C)C2)c(=O)c1=O (stereo unspecified),3,·,-3,4,·,-7,-5
C[C@H](CO)N1C[C@H](C)[C@H](CN(C)C(=O)Nc2ccc3c(c2)OCO3)OCCCC[C@H](C)Oc2ccc(NC(=O)Nc3ccc(C(F)(F)F)cc3)cc2C1=O,2,·,-4[16.7 µM],1,5,0,-3
Clc1ccc(-n2cnc3c(Cl)ncnc32)cc1Cl,·,·,·,6,·,-5,-1
Cc1cc(NC(=O)CCCn2cnc([N+](=O)[O-])n2)no1,4,20,-5,1,-11,-2,-3
O=C(c1ccc(S(=O)(=O)NCc2ccco2)cc1)N1CCN(Cc2ccc3c(c2)OCO3)CC1,-1,1,17,0,-1,-3,-5
C[C@@H]1CN([C@@H](C)CO)C(=O)c2cc(N(C)C)ccc2O[C@@H]1CN(C)S(=O)(=O)c1ccccc1,0,-14,2[16.7 µM],2,-2,·,·
Cc1ccc(C(=O)NCCN2CCOCC2)cc1S(=O)(=O)N1CCCCC1,-2,-3,·,-12,-4,·,-3
CCc1nc(NCc2ccco2)c2oc3ccccc3c2n1,10,5,-4,·,4,-1,·
COc1ccccc1CNC(=O)C[C@H]1CC[C@H](NC(=O)CC2CC2)[C@@H](CO)O1,1,-5,·,4,0,-8,8
CC(C)(C)C1CCC2(CC1)CC(=O)c1ccccc1O2 (stereo unspecified),4,6,7,-4,5,-3,0
O=C(O)CCc1nn2c3ccccc3n(CC(=O)c3ccccc3)c2nc1=O,·,20,-4,·,-1,1,·
O=C(COC(=O)Cc1c(F)cccc1Cl)Nc1nnc(-c2ccccc2)o1,1,1,-2,0,-4,27,-4
Cc1ccc(S(=O)(=O)NC(=O)Nc2ccc(F)c(F)c2)cc1,-1,2,·,3,-1,-14,1
CC(C(=O)Nc1ccccc1)N(C)CCOc1ccc(Br)cc1 (stereo unspecified),·,·,·,4,·,-6,-2
CN(C)c1ccc(C2CC(=O)OC3=C2C(=O)CC(C)(C)C3)cc1 (stereo unspecified),·,·,·,1,·,-3,-5
CN1C(=O)/C(=N\OC(=O)c2cccc3ccccc23)c2ccccc21,-1,5,·,-2,9,20,-1
Cc1cc(C(=O)OCC(=O)NC2CC2)c2ccccc2n1,-1,3,-2,5,5,·,3
COc1ccc(CCNC(=O)C2CCN(S(C)(=O)=O)CC2)cc1OC,-2,3,0,0,0,·,0
CCCCc1ccc(S(=O)(=O)NC(=O)C2(C)CCN2C(=O)c2ccccc2)cc1 (stereo unspecified),-1,4,0,5,-4,·,·
COc1ccc(NC(=O)N(C)C[C@H]2Oc3ccc(NC(=O)Nc4ccc5c(c4)OCO5)cc3CC(=O)N([C@H](C)CO)C[C@H]2C)cc1,0,-1,-4[16.7 µM],·,25,4,·
C[C@@H]1CN([C@@H](C)CO)C(=O)Cc2cc(NC(=O)C3CC3)ccc2O[C@H]1CN(C)CC1CCCCC1,-2,-8,-4[16.7 µM],0,5,-8,-7
Cc1ccc(-c2c3c(=O)n(C)c(=O)n(C)c3cn2N2CCOCC2)cc1,0,-9,-6,·,6,5,·
COc1cccc(NC(=O)CN(C2=NC3CS(=O)(=O)CC3S2)c2cccc(C)c2)c1 (stereo unspecified),0,-4,-5,1,13,-3,5
O=C(OCC(=O)N1N=C(c2ccc(Cl)cc2)CC1c1ccco1)c1ccco1 (stereo unspecified),·,-1,3,6,-1,-5,-1
COC(=O)c1ccc(Oc2ccc(S(=O)(=O)N3CCCCC3)cc2N)cc1,1,13,·,1,4,-6,1
N#C/C(=C\c1ccc(O)c(O)c1)C(=O)N1CCCC1,·,·,·,-3,·,2,1
N#Cc1cc(-c2ccccc2)oc1/N=C/c1ccccc1O,5,-4,1,·,13,1,·
COc1ccc(-c2noc(-c3ccccc3Cl)n2)cc1OC,-1,16,-2,-10,?,4,-3
Cc1cc(=O)oc2cc(OC(C)C(=O)N3CCCc4ccccc43)ccc12 (stereo unspecified),-14,-2,7,·,-1,-4,·
C[C@@H]1CCCCO[C@H](CN(C)Cc2ccncc2)[C@H](C)CN([C@@H](C)CO)C(=O)c2cc(NC(=O)Nc3ccc4c(c3)OCO4)ccc2O1,-6,·,9[16.7 µM],-1,0,3,1
CC(C)(Sc1cc(C(C)(C)C)c(O)c(C(C)(C)C)c1)Sc1cc(C(C)(C)C)c(O)c(C(C)(C)C)c1,-1,-6,1,5,-5,-1,-2
Cc1ccc(NS(=O)(=O)c2ccc(-c3ccc(=O)[nH]n3)o2)cc1N(C)C,2,-6,0,0,21,3,-2
NS(=O)(=O)c1cccc(NC(=O)CCS(=O)(=O)c2ccc(Cl)cc2)c1,0,6,5,1,1,-4,4
CN(C(=O)Cn1c(=O)oc2ccccc21)C1CCCCC1,0,25,-1,-3,2,-5,4
O=C(/C=C/c1ccc(F)cc1)NC(Cc1c[nH]c2ccccc12)C(=O)O (stereo unspecified),-2,-1,7,2,-4,-19,0

# The results go on.
SMILES,Cneo AK release,C2C12 statin,miR-122 sensor,ERp5 block,esBAF inh,ARNT TACC3 PPI,SIRT5 block
CCc1ccc(/C=C2\SC(=S)N(CCCC(=O)NC3=NCCS3)C2=O)cc1,-1,-1,1,1,-74,·,·
COc1ccccc1-c1cn[nH]c1-c1ccc(OCc2ccc([N+](=O)[O-])cc2)cc1O,0,·,-9,4,·,-3,-5
CCCc1nc2c([nH]1)c(=O)n(C)c(=O)n2C,0,-10,·,2,-4,-6,5
CCNC(=O)Nc1ccc2c(c1)C(=O)N(C)[C@H]1CC[C@H](CC(=O)NCCOC)O[C@@H]1CO2,-2,-14,-50[16.7 µM],-2,0,-8,-5
CC(=O)c1cc(F)c(N2CCN(C(=O)Cc3ccccc3)CC2)cc1C,0,-5,-3,·,8,-6,·
Oc1ccccc1C1=Nc2ccccc2N=C(c2ccco2)C1,0,-5,4,·,27,0,·
